# Giardia killer: Giardia lamblia killing. 340,000 tested, 0.15% active. activity change, % at 7.66 µM, hits read low. Giardia lamblia trophozoite viability. AID 540267; in the data active = activity change below about -80%; inconclusive = between about -30% and that limit;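 also: parasites exposed to compound for two days anaerobically before the ATP read; % is scaled to controls: 0 for no effect and ±100 for the full control effect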
#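 Trophozoites 100 cells/well + cpd; 48 hrs, 37 deg C, anaerobic. ATPLite 1-Step added, 15-30 min RT, luminescence read (ATP-based viability).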
# GALK inh: inhibitors of human galactokinase; Potency, µM (series often up to 57.5 µM), for inactives: at the top dose activity change, negative = inhibition, usual class: inhibitors; 270,000 tested, 0.007% active; Purified GALK, Kinase-Glo residual ATP luminescence; P51570; also: potency is read from the fitted curve at half-maximal effect; % is scaled to controls: 0 for no effect and ±100 for the full control effect
# Target sequence (P51570 whole entry, looked up): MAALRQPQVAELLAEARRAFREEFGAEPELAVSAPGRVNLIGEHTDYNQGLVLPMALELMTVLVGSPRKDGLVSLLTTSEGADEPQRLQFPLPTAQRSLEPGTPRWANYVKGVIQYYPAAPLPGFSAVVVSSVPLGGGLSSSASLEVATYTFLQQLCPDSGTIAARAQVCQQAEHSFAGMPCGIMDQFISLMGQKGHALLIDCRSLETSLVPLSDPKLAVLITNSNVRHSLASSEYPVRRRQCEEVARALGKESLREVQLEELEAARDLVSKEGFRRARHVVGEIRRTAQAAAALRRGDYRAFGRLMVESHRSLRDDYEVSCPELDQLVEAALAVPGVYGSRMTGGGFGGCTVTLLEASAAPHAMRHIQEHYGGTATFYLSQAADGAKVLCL
#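 Human GALK (5 nM) with 35 uM ATP and 100 uM galactose in 20 mM HEPES pH 8.0, 5 mM MgCl2, 60 mM NaCl, 1 mM DTT, 0.01% BSA. After 1 h at room temperature, leftover ATP was read by Kinase-Glo Plus luminescence.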
# Coupling enz: inhibits coupling enzyme system, counter-screen for aldolase hits | coupling enzyme system counterscreen, AmpLite Red fluorescence | activity change, negative = inhibition, % at 58.2 µM, hits read low | 290,000 tested, 0.67% active | AID 2472; in the data active = activity change below about -30%; also: % is scaled to controls: 0 for no effect and ±100 for the full control effect
#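 Counterscreen lacking aldolase: glyceraldehyde-3-phosphate coupling-enzyme reagent preincubated 10 min at RT with compound (at 57.5 uM final), then substrate/coupling system with AmpLite Red added; fluorescence read at 525/598 nm after 20 min RT.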
# hERG WT inh: inhibitors of human wildtype KCNH2 potassium channel; Q12809; U2OS, BacMam KCNH2, thallium flux FluxOr; stronger effect = lower value; activity change, % at 1.84 µM; 340,000 tested, 0.37% active; AID 720551;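 active = maximum activity change below -70%; inconclusive = maximum activity change between -70% and -50%; inactive = maximum activity change above -50%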; also: % is scaled to controls: 0 for no effect and ±100 for the full control effect
#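 U2OS cells were transduced with wild-type KCNH2 virus (2.03 x 10^8 / mL) for 4 h at room temperature, then cultured overnight at 37 C. Thallium flux was read with FluxOr dye. Rate constants were normalized to DMSO controls.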
# TSHR antagonist: human thyrotropin receptor antagonism. P16473. TSHR-expressing cells, TSH-stimulated cAMP HTRF, 2 h; stronger effect = lower value. activity change, negative = inhibition, % at 11.5 µM. 330,000 tested, 0.2% active;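 active = activity change below a set negative limit, meaning inhibition stronger than a set level, cut at about -70% in these data; inconclusive = activity change between two set negative limits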; also: % is scaled to controls: 0 for no effect and ±100 for the full control effect
#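 Read-out is FRET at 665 nm (cryptate excitation 337 nm) from a cryptate-tagged anti-cAMP antibody, competed by cell cAMP against cAMP-d2. Compounds are tested on freshly harvested TSHR cells challenged with 4nM TSH (EC80) for 2 hours at 37 deg C.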
# AT treatment: potential ataxia-telangiectasia treatment | […] A-T fibroblasts, KAP-1 phosphorylation AlphaLISA; neocarzinostatin DNA damage 30 min before lysis | Potency, µM (series often up to 57.5 µM), for the others: top-dose activation, usual class: activators | 320,000 tested, 0.19% active | AID 485349; also: potency is read from the fitted curve at half-maximal effect; % of control where 0% means no effect; nearly all actives have a fitted effect of over 45% in size
#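 hTERT-immortalized A-T patient fibroblasts ([…]), 500 cells/well in OPTI-MEM, 1% FBS, got compounds for 60 min, then NCS for 30 min at 37C. Lysates were then assayed for phospho-KAP-1 by AlphaLISA (anti-pKAP1 donor, anti-KAP1 acceptor beads), 6 hr at 25C.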
# BCR signal inh: chronic active BCR signaling inhibition; ABC-DLBCL IkBa-CBG/CBR reporter, luminescence ratio, 4 h; Potency, µM (highest dose often 46.1 µM), for inactives: at the top dose ratio change, negative = lower green/red ratio, usual class: inhibitors; 340,000 tested, 0.05% active; AID 493014; active = well fitted inhibition curve with a large enough effect in the signal ratio, with a control signal flat, not every such curve was filed as active; inconclusive = small, poorly fitted or top-dose-only effect, or effect the other way, or a change in a side signal; the % refers to the signal ratio;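 also: potency is read from the fitted curve at half-maximal effect; plate controls were basal doxycycline-induced cells for no effect and cells given 10 µM MG132 for full effect; MG132 reads +100%, hits lower the ratio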
#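 TMD8 human ABC-DLBCL cells with doxycycline-inducible IκBα–green luciferase fusion and unfused red luciferase, in 0.5% FBS medium; compounds up to 46 uM, 4 h at 37C. Green/red luminescence ratio, filter-overlap corrected, fitted to concentration-response curves.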
# MLL CXXC-DNA inh: inhibitors of human MLL CXXC domain-DNA interaction; Q03164; MLL-CXXC / FITC-HOXA9 DNA fluorescence polarization; Potency, µM (doses to about 115 µM), without a hit: at the highest dose activity change, negative = inhibition, actives largely listed as inhibitors; 290,000 tested, 0.037% active; AID 2662; active = well fitted inhibition curve with a large enough effect in the polarisation, with a control signal flat, not every such curve was filed as active; inconclusive = small, poorly fitted or top-dose-only effect, or effect the other way, or a change in a side signal; inactive = no such curve, though single readings can be large or run the other way; the % refers to the polarisation; also: potency is read from the fitted curve at half-maximal effect
#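 Purified MLL-CXXC (added from a 7 uM solution) was preincubated 5 min at ambient with pinned compounds in 50 mM Tris-HCl pH 7.5, 50 mM NaCl, 1 mM DTT, 0.05% BSA. Fluorescein-labeled HOX-A9 DNA (50 nM solution) followed, 30 min, then polarization read.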
# Tb PFK inh: T. brucei PFK enzyme inhibition; O15648; T. brucei PFK, ADP-Glo luminescence; Potency, µM (highest dose often 57.5 µM), inactives show at the highest dose activity, negative = inhibition, most hits filed as inhibitors; 330,000 tested, 0.17% active; AID 485367;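 also: potency is read from the fitted curve at half-maximal effect; 0% = uninhibited 1x PFK enzyme wells and -100% = no-enzyme wells; nearly all actives have a fitted effect of over 60% in size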
# Target sequence (O15648 whole entry, looked up): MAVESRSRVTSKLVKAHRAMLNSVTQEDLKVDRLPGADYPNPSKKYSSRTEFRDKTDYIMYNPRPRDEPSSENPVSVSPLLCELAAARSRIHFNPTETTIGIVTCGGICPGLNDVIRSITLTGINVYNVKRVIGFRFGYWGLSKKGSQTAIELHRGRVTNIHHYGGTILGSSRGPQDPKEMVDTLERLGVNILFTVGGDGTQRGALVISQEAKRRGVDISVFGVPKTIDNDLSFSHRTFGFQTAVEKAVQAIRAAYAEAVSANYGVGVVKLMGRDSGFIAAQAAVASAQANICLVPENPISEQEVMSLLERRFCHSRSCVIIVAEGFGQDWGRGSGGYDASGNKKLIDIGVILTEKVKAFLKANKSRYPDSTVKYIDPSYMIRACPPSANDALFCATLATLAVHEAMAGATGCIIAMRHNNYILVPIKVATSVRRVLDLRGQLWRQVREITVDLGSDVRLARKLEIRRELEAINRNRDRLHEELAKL
#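 In TEA buffer at pH 8.0 with 5 mM MgCl2, enzyme (1.25 nM) converted F6P (0.5 mM) and ATP (0.1 mM) for 45 min at room temperature. ADP product was read by luciferase luminescence.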
# TCR activator: activates T cell receptor signaling; Potency, µM (doses to about 9.22 µM), without a hit: at the top dose activation of IL-2 secretion, actives largely listed as activators; 330,000 tested, under 10 active; primary human leukocytes, anti-CD3, IL-2 HTRF, 48 h; also: % of control where 0% means no effect
#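 Using a-CD3 beads without co-stimulation, primary human leukocytes were exposed to compounds for 48 hr. An HTRF IL-2 kit measured the cytokine, with europium-to-d2 energy transfer producing emission at 665nm upon 320nm excitation.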
# An asterisk follows results filed as active; ? = inconclusive; . = no result given; [ ] = remark or other dose. Unless noted, calls follow the shape of the dose curve; as a rule, active = well fitted curve in the direction sought with a large enough effect; inconclusive = small, poorly fitted or top-dose-only effect, or another doubt; inactive = no such curve, though single readings can be large; an effect the other way counts as inactive or inconclusive.
SMILES,Giardia killer,GALK inh,Coupling enz,hERG WT inh,TSHR antagonist,AT treatment,BCR signal inh,MLL CXXC-DNA inh,Tb PFK inh,TCR activator
CC(Sc1nc(NCc2ccccc2)nc(N(C)C)n1)C(=O)Nc1ccccc1 (stereo not given),3,0%,-1,-20,3,4%,18%,12%,9%,.
CCC(=O)N1CCN(c2ccc(NC(=O)c3ccc(N4CCCC4)c([N+](=O)[O-])c3)cc2)CC1,-5,1%,2,2,11,-5%,3%,1%,0%,4%[46.1 µM]
Cc1nc2ccc([N+](=O)[O-])cc2c(=O)n1Cc1ccc(Cl)cc1,6,-3%,-1,2,-7,3%,2%,2%,-2%,.
CCc1ccccc1NC(=O)COc1ccc2c(c1)OCO2,1,1%,1,-3,-5,-12%,?,-3%,-5%,-3%
CC1(C)C(=O)OC(C(=O)c2ccccc2)C(C)(C)C1=O (stereo not given),5,6%,3,-7,-9,11%,2%,3%,3%,-2%
COc1ccccc1NC(=O)CSc1nnc(COc2ccccc2OC)n1C,8,1%,3,1,12,-1%,6%,2%,1%,8%
N/C(=N\OC(=O)CC1CCCCC1)c1cccc([N+](=O)[O-])c1,-29,-1%,0,6,2,2%,?,-2%,12%,2%[46.1 µM]
Cc1ccc(N2C(=O)C(CC(=O)Nc3cccc(F)c3)N(C3CC3)C2=O)cc1 (stereo not given),-13,1%,0,2,6,4%,?,2%,-7%,-4%
FC(F)(F)COc1nc(N2CCCCC2)nc(N2CCNCC2)n1,27,1%,0,-2,3,3%,-21%,3%,-6%,-5%
O=C(CSc1nnc2nnc3ccccc3n12)N1CCOCC1,24,-1%,.,-7,10,5%,?,9%,1%,4%
CCOc1ccc(NC(=O)CN2CCC(n3cnc4cc(F)ccc43)CC2)cc1,?,0%,-7,31,21,3%,?,13%,0%,.
Cc1ccc(C2(c3noc(CN(C)CC4COCCO4)n3)CCCC2)cc1 (stereo not given),-22,2%,-7,6,15,14%,5%,2%,-1%,3%
COc1ccc(C2=NOC(C(=O)Nc3ccc(C)cc3)C2)cc1OC (stereo not given),9,-1%,1,7,-18,.,-20%,-7%,-2%,4%
COCCn1c(SCc2nc3sc(C(=O)OC)c(C)c3c(=O)[nH]2)nc2ccccc21,16,-3%,2,3,14,3%,3%,13%,0%,-11%
CCOc1ccc(NS(=O)(=O)c2ccc3ncsc3c2)cc1,3,1%,-4,7,5,7%,-1%,-5%,-2%,-8%
CCC(COC(=O)Nc1cccc(C)c1)NC(=O)OCC(C)C (stereo not given),-3,3%,-6,20,4,21%,2%,-2%,1%,-6%
Cn1cc(CCNC(=O)CCc2nnc(CCCCc3ccccc3)o2)cn1,8,-1%,2,3,3,-3%,0%,-3%,-6%,-8%
CCCCOc1ccc(C(=O)N2CCCC2)cc1,0,0%,5,1,14,-2%,?,-2%,-7%,0%
O=C1c2ccccc2S(=O)(=O)N1CC1CC(c2ccccc2)=NO1 (stereo not given),-15,7%,1,-4,1,-1%,1%,-10%,1%,8%
CCCCNc1ncnc2c1cnn2-c1ccc(C)cc1C,-5,0%,-3,3,2,-9%,?,-4%,-8%,-97%
CC(C)C(=O)Nc1nnc(S(=O)(=O)N2CCCCCC2)s1,-7,.,3,8,4,1%,-1%,3%,1%,4%
Cc1cccc(C)c1OCC(O)CNC(C)c1ccccc1 (stereo not given),-9,3%,-1,-5,6,1%,?,-2%,-3%,0%
O=C(Cc1ccccc1)N[C@@H]1c2ccccc2CC[C@@H]1OCc1ccccc1,13,.,.,3,-1,-1%[11.5 µM],4%,.,3%,-3%[46.1 µM]
C=CC(O)(C#CCN(CC)CC)c1ccccc1 (stereo not given),13,0%,2,9,9,1%,?,8%,0%,-3%

# Three successive entries out of the list so far, quoted:
SMILES,Giardia killer,GALK inh,Coupling enz,hERG WT inh,TSHR antagonist,AT treatment,BCR signal inh,MLL CXXC-DNA inh,Tb PFK inh,TCR activator
COc1ccc(C2=NOC(C(=O)Nc3ccc(C)cc3)C2)cc1OC (stereo not given),9,-1%,1,7,-18,.,-20%,-7%,-2%,4%
COCCn1c(SCc2nc3sc(C(=O)OC)c(C)c3c(=O)[nH]2)nc2ccccc21,16,-3%,2,3,14,3%,3%,13%,0%,-11%
CCOc1ccc(NS(=O)(=O)c2ccc3ncsc3c2)cc1,3,1%,-4,7,5,7%,-1%,-5%,-2%,-8%

# (more compounds)
SMILES,Giardia killer,GALK inh,Coupling enz,hERG WT inh,TSHR antagonist,AT treatment,BCR signal inh,MLL CXXC-DNA inh,Tb PFK inh,TCR activator
COc1ccc(/C=C2/CCOC2=O)cc1,-11,1%,2,-10,0,13%,-16%,6%,-8%,2%
O=C(O)c1cccc(CSc2ncccn2)c1,5,0%,3,3,-3,-5%,?,-1%,3%,3%
C/C(=N\NC(=O)c1ccc(NS(=O)(=O)c2cccs2)cc1)c1ccc2c(c1)OCO2,-14,4%,0,-3,6,-12%,?,13%,-1%,-11%
COCC1CCN(C(=O)c2ccc3oc(Cc4ccccc4)nc3c2)C1 (stereo not given),-4,0%,.,0,18,-7%,3%,8%,-14%,5%
CN(C)C(=O)NC1C=CS(=O)(=O)C1 (stereo not given),9,1%,3,0,19,6%,5%,4%,0%,-1%[46.1 µM]
CC(=O)NC(=S)Nc1cccc(S(=O)(=O)NC2=NCCC2)c1,-9,1%,0,1,0,6%,1%,-4%,-2%,0%[46.1 µM]
CC(=O)c1cccc(NC(=O)c2cccc(NC(=O)c3ccco3)c2)c1,-10,-7%,0,-1,18,6%,?,38%[activator],0%,.
O=C(COc1ccc2ccc(=O)oc2c1)N1CCN(C(=O)C2COc3ccccc3O2)CC1 (stereo not given),7,2%,2,18,-1,6%,-4%,10%,1%,5%
CN(C)C(=S)c1ccccc1,-15,2%,9,0,1,-5%,4%,15%,-9%,-1%
Cc1nc(C(F)(F)F)nc(Nc2ccc(Br)cc2)c1C#N,4,-1%,0,5,0,2%,-1%,-4%,-5%,2%
O=c1[nH]c2ccccc2n1CCCSc1cnc2ccccc2n1,-16,-2%,0,-1,1,-1%,?,3%,0%,0%
O=C(CN1c2cccc3cccc(c23)S1(=O)=O)NC1CCCCC1,-9,.,.,5,.,7%,?,.,-2%,-4%
Cc1c(Cl)cccc1NC(=O)CCC(=O)c1cccs1,-22,.,1,3,-1,2%,?,16%,1%,-4%
CC(=O)c1cccc(NC(=O)c2nccnc2C(=O)O)c1,7,-1%,2,6,-6,5%,-5%,2%,0%,2%
COCCN1Cc2cccc(C(=O)Nc3cccc(C)c3C)c2C1=O,-9,0%,-1,-1,5,5%,?,-2%,-2%,-1%
COc1ccc2c(c1)[nH]c1c(=O)n(CCc3cnc[nH]3)cnc12,-3,1%,1,1,-7,-6%,?,7%,0%,2%
O=[N+]([O-])c1nn(-c2ccc(Cl)cc2)n(O)c1=NCc1cccnc1,?,-1%,4,-9,-5,-8%,?,-8%,6%,0%[46.1 µM]
O=C(CN1CCCCCC1)Nc1ccc(F)c(F)c1F,-14,-4%,1,0,-4,2%,?,0%,0%,5%
Cc1cc(NC(=O)CCC(=O)N(Cc2ccco2)C(C(=O)NC2CCCCC2)c2ccccc2)no1 (stereo not given),5,-3%,-2,-7,-11,-1%,11%,-2%,-1%,-33%[inhibitor][46.1 µM]
COc1ccc(OC)c(N(CC(=O)N2CCCC2)S(=O)(=O)c2ccc(C)cc2)c1,-6,4%,5,-17,11,3%,7%,9%,-1%,-2%
CC(=O)N1c2ccc(S(=O)(=O)N3CCCC(C(=O)Nc4cc(C)cc(C)c4)C3)cc2CC1C (stereo not given),-3,.,0,-3,10,10%,4%,10%,1%,3%
CC(C)CCNC(=O)C(C)N(C(=O)Cn1nnc(-c2ccc(F)cc2)n1)C1CCCC1 (stereo not given),-13,1%,5,3,-12,8%,2%,8%,2%,-5%
CC(C)(C)OC(=O)N/N=C/c1ccc(N2CCOCC2)s1,9,2%,3,-15,-9,-4%,2%,6%,1%,-2%[46.1 µM]
COc1cc(OC)cc(C(=O)N2CCN(C3CCN(Cc4ccccc4)CC3)CC2)c1,15,-1%,0,7,6,3%,-12%,-16%,-10%,-5%
Cc1c([N+](=O)[O-])cc(C(=O)Nc2ccc(Cc3ccncc3)cc2)cc1[N+](=O)[O-],-24,1%,2,0,-5,4%,5%,1%,5%,0%[46.1 µM]
CCOC(=O)N1CCN(C(=O)C2CC(=O)N(c3ccc(C)cc3)C2)CC1 (stereo not given),24,.,.,-1,1,1%,-1%,.,-7%,-4%
CCOC(=O)N1CCN(C(=O)c2ccc(CSc3ccc(Cl)cc3)cc2)CC1,4,2%,7,0,-5,4%,0%,-4%,-7%,0%
CC(C)c1ccc(S(=O)(=O)N2CCN(C(=O)c3cc([N+](=O)[O-])ccc3N3CCOCC3)CC2)cc1,7,-1%,-1,-14,-12,9%,-1%,14%,-7%,13%
